Compound activity as filed in PubChem.
TDP1 cell CPT = growth inhibition of DT40 Tdp1-/-;hTDP1 cells with camptothecin (screen for TDP1 inhibitors); Potency, µM (highest dose often 46.2 µM), for the others: at the top dose activity change, negative = growth inhibition, usual class: inhibitors; AID 686979; chicken DT40 Tdp1-/-;hTDP1 cells + 20 nM CPT, ATP luminescence, 48 h; 12% of 420,000 active; also: nearly all actives have a fitted effect of over 55% in size
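Chicken DT40 Tdp1-/- cells complemented with human TDP1, 400 cells/well, exposed to compounds plus 20 nM camptothecin for at least 48 h at 37 C; viability read as ATP content by CellTiter-Glo luminescence.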
DT40 TDP1 no CPT = qHTS for Inhibitors of human tyrosyl-DNA phosphodiesterase 1 (TDP1): qHTS in cells in absence of CPT. DT40 Tdp1-/- hTDP1 cells, no CPT, ATP luminescence, 48 h. 15% of 420,000 active. Potency, µM (titrated, usually from 46.2 µM), for the others: at the top dose activity change, negative = growth inhibition, actives largely listed as inhibitors. AID 686978, 2013; also: nearly all actives have a fitted effect of over 55% in size
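Seeded 400 DT40-hTDP1 cells/well (vehicle DMSO, no 20 nM CPT); pinned compounds; ≥48 hr at 37 °C; CellTiter-Glo luminescence as viability measure.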
TDP1 inh = TDP1 (human) enzyme inhibition | Q9NUW8 | 0.28% of 350,000 active | Potency, µM (highest dose often 130 µM), for inactives: top-dose activity change, negative = inhibition, actives largely listed as inhibitors | recombinant TDP1, AlphaScreen DNA substrate cleavage; also: nearly all actives have a fitted effect of over 40% in size
Target sequence (Q9NUW8 whole entry, looked up): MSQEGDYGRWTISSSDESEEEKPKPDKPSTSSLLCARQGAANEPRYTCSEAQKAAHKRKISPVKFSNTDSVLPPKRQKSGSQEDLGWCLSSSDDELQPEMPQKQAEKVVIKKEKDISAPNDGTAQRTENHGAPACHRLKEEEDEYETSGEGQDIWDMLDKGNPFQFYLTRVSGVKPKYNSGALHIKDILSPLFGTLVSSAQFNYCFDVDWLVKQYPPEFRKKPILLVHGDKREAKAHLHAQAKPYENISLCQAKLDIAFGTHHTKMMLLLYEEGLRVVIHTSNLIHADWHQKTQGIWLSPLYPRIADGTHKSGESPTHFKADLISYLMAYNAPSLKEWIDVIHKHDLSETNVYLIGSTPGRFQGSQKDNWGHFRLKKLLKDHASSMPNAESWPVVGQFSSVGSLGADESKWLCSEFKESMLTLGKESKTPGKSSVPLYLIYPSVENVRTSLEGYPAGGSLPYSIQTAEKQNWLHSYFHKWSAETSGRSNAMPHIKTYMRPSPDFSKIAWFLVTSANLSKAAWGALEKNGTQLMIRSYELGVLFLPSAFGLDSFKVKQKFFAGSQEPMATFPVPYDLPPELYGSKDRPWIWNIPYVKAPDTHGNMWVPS
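AlphaScreen read-out: signal falls as enzyme removes the 3' tyrosine-FITC from a 5'-biotinylated DNA oligo (15 nM, 5 min, RT). Enzyme was E. coli-made recombinant Tdp1 at 1 nM, exposed to compound for 15 min beforehand; beads 10 ug/ml, 10 min.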
* hit, by the source's call; ? = inconclusive; . = no result given; & = joins results of further samples; [ ] = another dose, or the depositor's remark. Calls follow the shape of the dose curve; as a rule, active = well fitted curve in the direction sought with a large enough effect; inconclusive = small, poorly fitted or top-dose-only effect, or another doubt; inactive = no such curve, though single readings can be large; an effect the other way counts as inactive or inconclusive. % is scaled to controls: 0 for no effect and ±100 for the full control effect; potency is read from the fitted curve at half-maximal effect. Rows are unselected (roughly 18% active in at least one column).

SMILES	TDP1 cell CPT	DT40 TDP1 no CPT	TDP1 inh
O=C(Nc1nc(-c2cccnc2)cs1)c1ccccc1[N+](=O)[O-]	3%	0%	5%
CCC(C(=O)Nc1cccc(Cl)c1C)n1nc(C)c2sc3ccccc3c2c1=O (stereo not drawn)	?	?	3%
O=C(COC(=O)c1ccncc1)c1ccc(Cl)c(Cl)c1	2%	-8%	-1%
O=C1CCCN1C(=O)CSc1nnnn1-c1cccc(F)c1	-3%	-18%	0%
CCCCCOc1ccc(NC(=O)Cn2c(-c3cncs3)nc3ccccc32)cc1	?	?	2%
COc1nc(Nc2ccc(OC)c(Cl)c2)nc(OC)n1	-14%	?	1%
Cc1ccccc1C(=O)NCC(=O)OCC(=O)NNC(=O)c1ccccc1F	1%	?	.
CCCCCCn1c(=O)c(-c2ccccc2)c(O)c2ccccc21	13%	-22%	4%
C#CCN1C=C(C(=O)OCC)C(C)N(Cc2ccccc2I)S1(=O)=O (stereo not drawn)	13µM*	8.2µM*	-6%[56.1 µM]
CC(=O)O[C@](C)(CCC=C(C)C)C1CC=C(C)CC1 (stereo partly drawn)	-14%	4%	12%[56.1 µM]
CCCCNc1c(-c2ccc(SC(C)CC)cc2)nc2ccccn12 (stereo not drawn)	13µM*	16µM*	3%
Cc1ccc(C(=O)N/C(=C\c2cn(C)c3ccccc23)C(=O)N2CCOCC2)cc1	-1%	15%	3%
CN(C)c1ccc(/C=N/NC(=O)c2ccc(NC(=O)c3ccccc3)cc2)cc1	23%	?	.
CCN(CC)C(=O)C1=C(C)N(CCCN2CCCC2=O)C(=O)C(CC(=O)NCc2cccc3ccccc23)C1 (stereo not drawn)	-17%	?	.
C#Cc1ccc([C@H]2C=C(C(=O)OCC=C)O[C@@H](OCC)[C@@H]2CCCO)cc1	?	-14%	1%
COc1cc(C(=O)N/N=C/c2ccc(OC(=O)c3cccc(C)c3)cc2)ccc1O	-28%	-27%	-3%[56.1 µM]
Cc1ccccc1NC(=O)Cc1nc(COC(=O)Cc2c(F)cccc2Cl)cs1	-23%	?	-4%
COc1cc(NC(=O)c2ccc(C)cc2C)ccc1NC(=O)c1cccs1	-7%	-17%	3%[0.0935 µM]
CC(OC(=O)c1ccc(Cl)c(S(=O)(=O)N2CCc3ccccc32)c1)C(=O)Nc1ncc(Cl)cc1Cl (stereo not drawn)	-7%	-34%	3%
O=C(CSc1nc(-c2ccccc2)cs1)Nc1nccs1	?	16µM*	5%
COc1ccc(C(O)c2cnc(C)n2Cc2ccccc2)cc1 (stereo not drawn)	?	18µM*	.
COc1ccc(CNC(=O)COc2ccc([N+](=O)[O-])cc2)cc1	-14%	-21%	3%
COC(=O)COc1ccc2oc(=O)cc(-c3cc4ccccc4o3)c2c1	-13%	-6%	-7%
COc1ccc(Cc2nnc(SCC(=O)c3ccc(OC)cc3)o2)cc1	?	?	4%
CCc1nn2c(=O)cc(COC(=O)C3CCCCC3)nc2s1	-4%	-6%	5%
Going on with the list.
SMILES	TDP1 cell CPT	DT40 TDP1 no CPT	TDP1 inh
COc1cccc(C=NN2CCCCCC2)c1OC	14%	-5%	.
CCC(=O)Nc1ccc(SC#N)cc1C	6.5µM*	5µM*	1%
Cc1cccc(NC(=O)C(=O)NCCc2c[nH]c3ccccc23)c1C	?	?	4%
Cc1nnc(SC(C)C(=O)Nc2ccc(S(=O)(=O)N3CCCCCC3)cc2)s1 (stereo not drawn)	-15%	-28%	2%
CC(C)CCCC(C)CCOC(=O)CN1CCCC1 (stereo not drawn)	-2%	-13%	1%
C/C(Cn1cnc([N+](=O)[O-])n1)=N\NC(=O)c1ccc(O)cc1O	1%	8%	-13%
COc1ccc(O)c(C2=Nc3ccccc3N=C(c3cccs3)C2)c1	-18%	?	1%
CCCCN(C)C(=O)C1CCC(CNS(=O)(=O)c2ccc3c(c2)CC(C)N3C(C)=O)CC1 (stereo not drawn)	13µM*	16µM*	4%&0%
COc1cccc(N(C(=O)Cc2cccs2)C(C(=O)NC2CCCC2)c2ccncc2)c1 (stereo not drawn)	-30%	-16%	.
O=C(NCC(c1cccnc1)N1CCc2ccccc21)c1cccc(F)c1 (stereo not drawn)	15µM*	21µM*	4%
CS(=O)(=O)c1ccc(NC(=O)C2CC(=O)N(c3ccc4c(c3)OCCO4)C2)cc1 (stereo not drawn)	-1%	-15%	.
Cc1cc(=O)[nH]c(SCC(=O)N2CCC(Cc3ccccc3)CC2)n1	3%	6%	3%
CCOC(=O)N1CCN(Cc2nc(-c3cccc(Cl)c3)no2)CC1	-20%	?	.
COCCN1C(=O)N[C@@H](c2cccc(F)c2)C(C(=O)OC)=C1C	15%	1%	5%[12.3 µM]
O=C(CSCc1ccc([N+](=O)[O-])cc1)Nc1ccc(S(=O)(=O)N2CCCCCC2)cc1	?	?	3%
CCOC(=O)c1cccc(NC(=O)CSc2ncc3c(n2)-c2ccc(Cl)cc2N(Cc2ccccc2)S3(=O)=O)c1	?	1.5µM*	0%
C=CCN(C(=O)CCC(=O)O)C1CC(=O)N(c2ccc(OC)cc2)C1=O (stereo not drawn)	3%	-2%	2%
Cc1cccc(NC(=O)CSc2ccc(-c3ccccn3)nn2)c1C	-3%	?	2%
CCn1cc(S(=O)(=O)c2ccccc2)c(=O)c2cc(C)ccc21	-6%	-5%	9%
CCOC(=O)C[C@@H]1OC[C@H](C)N1S(=O)(=O)c1ccc(C)cc1	-31%	?	.
CC(=O)OCC(=O)Nc1ccc(SC(F)F)cc1	?	-9%	2%
O=C(NC(NC(=O)c1ccccc1)c1cccc([N+](=O)[O-])c1)c1ccccc1	-4%	-3%	1%
COc1ccccc1C(=O)Nc1cc(-c2cccc(Br)c2)nn1-c1ccccc1	15µM*	7.3µM*	-3%
CCCC(=O)Nc1cc(C(=O)O)ccc1S(=O)(=O)c1ccc(Cl)cc1	24%	6%	-8%
Cc1c(Br)c([N+](=O)[O-])nn1C(C)C(=O)Nc1nccs1 (stereo not drawn)	-30%	-25%	-2%
The list continues.
SMILES	TDP1 cell CPT	DT40 TDP1 no CPT	TDP1 inh
CC(/C=C/c1ccc2c(c1)OCO2)=N\NC(=O)COc1ccccc1C	-23%	-23%	6%
COc1ccc(N2CC(C(=O)Nc3ccccc3C(=O)NC3CC3)CC2=O)cc1 (stereo not drawn)	-7%	2%	.
O=C(Nc1ccc(OC(=O)c2ccccc2)c(-c2nc3ccccc3s2)c1)c1ccccc1	18µM*	?	0%
COc1ccccc1NC(=O)C(=O)c1cn(CC(=O)N2CCCC2)c2ccccc12	?	-29%	5%
O=C(OCc1ccc(F)cc1Cl)c1ccccn1	-5%	?	-8%
COC(=O)[C@@]12CCCN1[C@H](c1ccc(-c3ccc4c(c3)OCO4)cc1)[C@H]1C(=O)N(C)C(=O)[C@H]12	?	?	4%
Cc1ccc(-n2c(=O)cc(N3CCCCCC3)[nH]c2=O)cc1	-6%	-12%	0%
COc1ccc(OC2CCN(S(=O)(=O)c3ccc(C(C)=O)cc3)CC2)cc1	?	-20%	.
Cc1ccc(F)cc1NC(=O)c1c(-c2ccccc2)noc1C	?	?	-4%
O=C(CCNS(=O)(=O)c1ccccc1)NNC(=O)COc1ccccc1F	5%	14%	0%
COc1cccc(C2c3[nH]c4ccccc4c3CCN2CCCn2cccn2)c1 (stereo not drawn)	?	?	3%
COc1ccccc1NC(=O)Cc1nnc(SCC(=O)NC2CCCC2)n1C	-2%	3%	.
Cc1csc2c(NC3CCN(Cc4ccccc4)CC3)ncnc12	23µM*	16µM*	4%
O=S(=O)(c1cc(Cl)ccc1Cl)N1CCC2(CC1)OCCO2	-11%	-5%	-2%
CCOc1cc(OCC)cc(C(=O)N2CCC[C@H]2C(=O)N2CCC[C@H]2C(=O)NCc2ccncc2)c1	-9%	-16%	.
COc1ccc(N2C(=NC(=O)C3CCCCC3)SC3CS(=O)(=O)CC32)cc1OC (stereo not drawn)	-5%	10%	2%
c1ccc(CNCc2ccc3c(c2)OCO3)nc1	-15%	-22%	-2%
CCn1cc(C(=O)N2CCN(c3cccc(Cl)c3)CC2)c(=O)c2cc(S(=O)(=O)N3CCCCC3)ccc21	-10%	1%	0%
O=C(COC(=O)c1ccc([N+](=O)[O-])s1)NCCc1ccccc1	-4%	-11%	2%
CC12CCC(=O)N1C(C(=O)NNC(=O)COc1ccc(Br)cc1)CS2 (stereo not drawn)	1%	-20%	.
O=C1NC[C@H](Cc2ccccc2)N(CC2CCN(CCC3CCCC3)CC2)C1=O	-8%	-2%	.
Cc1cccc(-c2noc(CNC(=O)c3ccc4c(c3)OCO4)n2)c1	6%	3%	1%
COc1ccccc1/C=N/NC(=O)CN(C1=NS(=O)(=O)c2ccccc21)c1ccccc1	-1%	-11%	3%
CCCNC(=O)N(C)C[C@@H]1Oc2cc(Br)ccc2S(=O)(=O)N([C@@H](C)CO)C[C@H]1C	?	-1%	.
CCOC(=O)C1CCCN(C(=S)NC(=O)c2cc(Br)ccc2Cl)C1 (stereo not drawn)	1%	-19%	10%
Continued.
SMILES	TDP1 cell CPT	DT40 TDP1 no CPT	TDP1 inh
CC(C)OP(C)(=O)CN1CCN(CP(C)(=O)OC(C)C)CC1 (stereo not drawn)	-4%	9%	6%
O=[N+]([O-])c1ccc(N/N=C/c2cccs2)nc1	-4%	?	.
Cc1cc(C)c(NC(=O)CC(=O)c2ccccc2)c(Cl)c1	-12%	-5%	.
CC(O)Cn1ccccc1=N (stereo not drawn)	-2%	0%	0%
Cc1cccc(NC(=O)CSc2nc3c([nH]c4ccccc43)c(=O)n2-c2cc(C)cc(C)c2)c1	?	?	-1%
O=C(COC(=O)/C=C/c1cccc(Br)c1)NC1CC1	-7%	6%	1%
COC(=O)c1ccc(N2CCN(CC(=O)c3ccc(C)cc3)CC2)c([N+](=O)[O-])c1	?	-12%	.
CCC1(C)N=C(N)Nc2nc3cc(C)c(C)cc3n21 (stereo not drawn)	9.2µM*	9.2µM*	4%
CCOC(=O)CSc1ccc(C(=O)Nc2ccc(Cl)cc2)cn1	2%	?	3%
Nc1nnc(SCC(=O)NCC(=O)Nc2ccc(F)c(F)c2F)s1	-26%	-21%	1%
COc1ccc(C(=O)Nc2ccc(N3CCN(c4ccccc4)CC3)c(C(=O)O)c2)cc1	0%	-9%	0%
Cc1ccc(C(=O)Nc2ccc(Oc3cccc(C(F)(F)F)c3)nc2)cc1	-23%	?	-8%
O=C(OCc1cc(=O)n2nc(-c3cccs3)sc2n1)c1cccc(F)c1	-16%	-24%	-2%
COc1ccc(CSc2nc3ccncc3n2CC(=O)Nc2cc(C)cc(C)c2)cc1	?	16µM*	8%

Filtered by structure: the compounds so far containing fluorine
SMILES	TDP1 cell CPT	DT40 TDP1 no CPT	TDP1 inh
O=C1CCCN1C(=O)CSc1nnnn1-c1cccc(F)c1	-3%	-18%	0%
Cc1ccccc1C(=O)NCC(=O)OCC(=O)NNC(=O)c1ccccc1F	1%	?	.
Cc1ccccc1NC(=O)Cc1nc(COC(=O)Cc2c(F)cccc2Cl)cs1	-23%	?	-4%
O=C(NCC(c1cccnc1)N1CCc2ccccc21)c1cccc(F)c1 (stereo not drawn)	15µM*	21µM*	4%
COCCN1C(=O)N[C@@H](c2cccc(F)c2)C(C(=O)OC)=C1C	15%	1%	5%[12.3 µM]
CC(=O)OCC(=O)Nc1ccc(SC(F)F)cc1	?	-9%	2%
O=C(OCc1ccc(F)cc1Cl)c1ccccn1	-5%	?	-8%
Cc1ccc(F)cc1NC(=O)c1c(-c2ccccc2)noc1C	?	?	-4%
O=C(CCNS(=O)(=O)c1ccccc1)NNC(=O)COc1ccccc1F	5%	14%	0%
Nc1nnc(SCC(=O)NCC(=O)Nc2ccc(F)c(F)c2F)s1	-26%	-21%	1%
Cc1ccc(C(=O)Nc2ccc(Oc3cccc(C(F)(F)F)c3)nc2)cc1	-23%	?	-8%
O=C(OCc1cc(=O)n2nc(-c3cccs3)sc2n1)c1cccc(F)c1	-16%	-24%	-2%
